Assay outcomes: PubChem BioAssay, National Center for Advancing Translational Sciences (NCATS)
MBNL1 CUG block = qHTS Assay for Inhibitors of MBNL1-poly(CUG) RNA binding. Potency, µM (series often up to 57.5 µM), for inactives: at the highest dose activity change, negative = inhibition, hits mostly inhibitors. 280,000 tested, 0.036% active. TR-FRET MBNL1-His/biotin-(CUG)12 binding, 665/545 ratio. Muscleblind-like protein 1 (Homo sapiens), Q9NR56; active = well fitted inhibition curve with a large enough effect in the signal ratio, with a control signal flat, not every such curve was filed as active; inconclusive = small, poorly fitted or top-dose-only effect, or effect the other way, or a change in a side signal; inactive = no such curve, though single readings can be large or run the other way; the % refers to the signal ratio; also: % is scaled to controls: 0 for no effect and ±100 for the full control effect
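MBNL1-His + Biotin-(CUG)12, cpd titration 92 nM–58 uM; Tb anti-His Ab 0.055 ng/ul, SA-XL665 5 nM (final); 60 min RT; ratiometric 665/545 nm, Ex 340 nm; normalized to buffer and full-complex controls.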
NPC1 promoter act = qHTS Assay for NPC1 Promoter Activators | 320,000 tested, 2.4% active | Potency, µM (doses to about 9.22 µM), for inactives: top-dose activation, usual class: activators | Huh7 NPC1 promoter luciferase reporter, 24 h | AID 485313, 2010;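 also: % of control where 0% means no effect; nearly all actives have a fitted effect of over 60% in size; reporter is driven by a mutant NPC1 promoter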
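Stably transfected Huh7 (NPC1 promoter→luciferase), 1500 cells/well in Opti-MEM + 10% FBS, 2 h settle, then compound 24 h at 37 °C. Luminescence after 10 min with Amplite reagent.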
BRCA1 expr up = qHTS Assay to Identify Small Molecule Activators of BRCA1 Expression; MCF7-BRCA1-FFLuc reporter, luminescence, 48 h; response scale: scaled: vehicle 0%, 10 µM genistein 100%; Potency, µM (series often up to 46.1 µM), inactives show top-dose activation, actives largely listed as activators; 380,000 tested, 1.1% active; AID 624202, 2012; also: nearly all actives have a fitted effect of over 80% in size; some results filed as inactive show a strong effect at the top dose
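Luminescence from a BRCA1-driven firefly luciferase in MCF7 cells was the read-out, taken 15 min after substrate addition following 48 h compound exposure at 37 °C. Data were normalized to a 10 microM genistein control and DMSO vehicle.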
Rab9 prom act = qHTS Assay for Rab9 Promoter Activators. 320,000 tested, 2.8% active. Huh7 Rab9 promoter-luciferase reporter, luminescence, 24 h. Potency, µM (titrated, usually from 9.22 µM), for the others: top-dose activation, negative = inhibition, most hits filed as activators. AID 485297, 2010; also: % of control where 0% means no effect; nearly all actives have a fitted effect of over 60% in size
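Luciferase signal after 10 min detection reagent at ambient indicates Rab9 promoter upregulation; stably transfected Huh7 cells were treated 24 h with compound in DMSO at 37 °C, 5% CO2.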
p53 reactivation = qHTS assay for re-activators of p53 using a Luc reporter. 320,000 tested, 0.063% active. Potency, µM (top dose mostly 92.2 µM), without a hit: at the highest dose activity change, positive = activation, usual class: activators. H1299 p53-A138V BP100-luciferase reporter, luminescence, 24 h. AID 504706, 2011; also: % of control where 0% means no effect; nearly all actives have a fitted effect of over 45% in size
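p53-null H1299 cells stably carrying temperature-sensitive p53-A138V and a BP100-luciferase reporter were pinned with compounds (4-point, 1:5 series) and held 24 hrs at 37 deg C. Luminescence was read 10 min after detection reagent.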
FLuc modulator = qHTS profiling assay for firefly luciferase inhibitor/activator using purifed enzyme and Km concentrations of substrates (counterscreen for miR-21 project). Luciferin 4-monooxygenase (Photinus pyralis), P08659. purified FLuc, Km substrates, luminescence inhibition. Potency, µM (top dose mostly 57.5 µM), for the others: top-dose activity change, negative = inhibition, hits mostly inhibitors. 360,000 tested, 6.9% active. AID 588342, 2011;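 also: plate controls were vehicle for no effect and reference inhibitor for full effect; nearly all actives have a fitted effect of over 55% in size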
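Biochemical qHTS of compounds, final roughly 60 µM downward over six points, against 10 nM purified firefly luciferase using Km concentrations of substrates (10 uM D-luciferin, 10 uM ATP) in Tris acetate pH 7.5 buffer; luminescence output.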
uPA surface inh = qHTS for Inhibitors of Cell Surface uPA Generation; Potency, µM (doses to about 38.3 µM), without a hit: at the top dose activity change, negative = inhibition, usual class: inhibitors; cell surface uPA generation assay, qHTS; 330,000 tested, 0.31% active; active = well fitted inhibition curve with a large enough effect; inconclusive = small, poorly fitted or top-dose-only effect; inactive = no such curve, though single readings can be large or run the other way; tested in mouse RAW 264.7 cells; also: % is scaled to controls: 0 for no effect and ±100 for the full control effect; nearly all actives have a fitted effect of over 55% in size
RORg inh = qHTS for inhibitors of ROR gamma transcriptional activity; AID 2551, 2010; Drosophila S2 Gal4-RORgamma UAS-luciferase reporter, 20 h; Potency, µM (doses to about 53.6 µM), inactives show at the top dose activity change, negative = inhibition, hits mostly inhibitors; 310,000 tested, 5.4% active; also: % is scaled to controls: 0 for no effect and ±100 for the full control effect; nearly all actives have a fitted effect of over 60% in size
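Read-out: Photinus luciferase luminescence; inhibitors lower reporter signal. Insect Schneider cells with Gal4-ROR gamma fusion under metallothionein promoter, UAS reporter; 700 uM final copper sulfate induction, 20 hr, ambient temperature.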
VP16 counter = VP16 counterscreen qHTS for inhibitors of ROR gamma transcriptional activity | Potency, µM (doses to about 53.6 µM), without a hit: at the highest dose activity, negative = inhibition, actives largely listed as inhibitors | Drosophila S2 Gal4-VP16 UAS-luciferase, luminescence, 20 h | 310,000 tested, 3.5% active;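 also: Gal4-VP16 expression switched on by copper sulfate through the metallothionein promoter; % is scaled to controls: 0 for no effect and ±100 for the full control effect; nearly all actives have a fitted effect of over 50% in size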
ELG1 genotoxic = qHTS screen for small molecules that induce genotoxicity in human embryonic kidney (HEK293T) cells expressing luciferase-tagged ELG1 | HEK293T ELG1-luciferase reporter, luminescence, 16 h | Potency, µM (titrated, usually from 46 µM), inactives show at the top dose activity change, positive = activation, hits mostly activators | 330,000 tested, 1.3% active; also: % of control where 0% means no effect; nearly all actives have a fitted effect of over 60% in size
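HEK293T cells expressing luciferase-tagged ELG1 were exposed to compound or DMSO vehicle for 16 hr at 37 °C and 5% CO2. Luciferase activity was then measured with ONE-Glo after 30 min at room temperature.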
CXXC DNA block = qHTS Fluorescence Polarization Assay for Inhibitors of MLL CXXC domain - DNA interaction; MLL-CXXC / FITC-HOXA9 DNA fluorescence polarization; 290,000 tested, 0.037% active; Histone-lysine N-methyltransferase 2A (Homo sapiens), Q03164; Potency, µM (titrated, usually from 115 µM), for inactives: at the top dose activity change, negative = inhibition, actives largely listed as inhibitors; active = well fitted inhibition curve with a large enough effect in the polarisation, with a control signal flat, not every such curve was filed as active; inconclusive = small, poorly fitted or top-dose-only effect, or effect the other way, or a change in a side signal; inactive = no such curve, though single readings can be large or run the other way; the % refers to the polarisation
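Fluorescence polarization: 7 uM MLL-CXXC (stock) preincubated 5 min with compounds, then 50 nM fluorescein-HOX-A9 DNA (stock) added; 30 min ambient. Buffer 50 mM Tris-HCl pH 7.5, 50 mM NaCl, 1 mM DTT, 0.05% BSA.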
An asterisk follows results filed as active; ? = inconclusive; . = no result given; & = joins results of further samples; [ ] = remark or other dose. Unless noted, calls follow the shape of the dose curve; as a rule, active = well fitted curve in the direction sought with a large enough effect; inconclusive = small, poorly fitted or top-dose-only effect, or another doubt; inactive = no such curve, though single readings can be large; an effect the other way counts as inactive or inconclusive. Potency is read from the fitted curve at half-maximal effect. Some of the compounds tested; the hit share may differ from the screen's.

SMILES | MBNL1 CUG block | NPC1 promoter act | BRCA1 expr up | Rab9 prom act | p53 reactivation | FLuc modulator | uPA surface inh | RORg inh | VP16 counter | ELG1 genotoxic | CXXC DNA block
COc1ccc(C(=O)C[n+]2ccc(N(C)C)cc2)cc1 | -9% | -14% | -23% | -22% | -1% | -1% | 3% | 22% | -4% | -11% | -10%
CCN(CC(=O)Nc1ccccc1SC)Cc1nc2ccccc2c(=O)[nH]1 | 0% | 0% | -35% | -17% | -5% | 6% | 0% | 0.22µM* | 0.79µM* | -3% | -6%
CC(C)(C)c1ncc(S(=O)(=O)c2ccc(C(F)(F)F)cn2)c(N)n1 | -8% | -1% | -9% | -5% | 2% | -1% | 10% | -10% | -20% | ? | 1%
Cc1nonc1OCCCNc1ccc([N+](=O)[O-])cc1Cl | 3% | 2% | ? | 6% | 9% | ? | -2% | 45% | 5% | -7% | 2%
CCCN(CCC)c1nc(C#N)nc(N(CCC)CCC)n1 | 0% | -9% | 6%&-39% | 0% | -3% | 1% | 6% | -11% | 3% | 3% | 13%
COc1ccccc1N1CCN(C(=O)CNC(=O)c2cn(-c3ccccc3OC)c(=O)c3ccccc23)CC1 | 5% | 7% | 65% | 22% | -1% | 6.7µM* | -8% | 31% | 6% | 7% | 1%
O=C(COc1ccccc1Cl)NC(=O)NC1CCCC1 | -6% | 16% | 76% | ? | ? | 13µM* | -4% | ? | 9% | ? | -5%
COC(=O)CSc1nc(N2CCOCC2)c2c(c1C#N)CCCC2 | -11% | -4% | -16% | -1% | -4% | -1% | 18% | 11% | 1% | 0% | 1%
O=C(CSc1nnc2ccccn12)N1CCc2ccccc21 | . | 2.8µM* | 2.8µM* | 3.2µM* | ? | 13µM* | 14% | -27% | -7% | ? | 1%
Cc1ccc(-c2ccc(=O)n(CC(=O)Nc3cccc(C(=O)N4CCN(C)CC4)c3)n2)cc1 | ? | 0% | -42% | -15% | -7% | -2% | . | 0% | 1% | 0% | ?
COc1ccccc1N(CC(=O)NC1CCCC1)C(=O)CCC(=O)Nc1cc(C)on1 | 0% | -4% | -10% | -4% | -2% | 0% | -1% | 25% | -14%[0.365 µM] | -4% | 2%
COC(=O)Nc1ccc(Oc2ccccc2)cc1 | -2% | 2% | 31% | 0% | 12% | ? | . | 29% | 20% | ? | -2%
CCOC(=O)c1c(-c2cccs2)csc1NC(=O)CN(CC)CC | -6% | -7% | -32%[1.84 µM] | -3% | 0% | 0% | -1% | ? | 0% | -5% | 1%
Cc1oc2c(CN3CCCCC3C)c(O)ccc2c(=O)c1-c1ccccc1 (configuration not stated) | 0% | -2% | -3% | 2% | 0% | 0% | 14% | 22% | -3% | 2% | ?
CCOC(=O)c1c(C)[nH]c(C(=O)C(C)OC(=O)c2oc3ccccc3c2COC)c1C (configuration not stated) | -6% | -2% | -18% | -3% | -4% | 2% | -2% | 34% | -1% | 0% | 15%
O=C(COC(=O)c1ccccc1S(=O)(=O)N1CCCCC1)NCC(F)(F)F | -7% | 12% | 3% | 0% | -8% | -5% | 6% | 5% | -16% | 2% | -3%
O=C(Nc1cccc([N+](=O)[O-])c1)Nc1ccc(Cl)cn1 | -5% | 11% | 25% | -1% | 0% | 3% | 0% | -6% | -8% | 0% | 12%
CC(=O)Nc1ccc(S(=O)(=O)NC2=NCN(CCOC(=O)c3ccccc3)CN2)cc1 | 1% | 1% | -12% | 8% | 2% | -2% | 5% | -27% | 7% | 0% | -3%
O=C(Nc1ccc(Cl)c(Cl)c1)OCc1cnc(Cl)s1 | -14% | 1% | -45% | -2% | 9% | 1% | -1% | -44% | ? | 2% | 12%
N=c1nc(N)nc2n1NC(c1ccc(F)cc1)=CS2 | -16% | -1% | 33% | -2% | 10% | 15µM* | 7% | 33% | ? | 16% | 0%
Cc1cccc(Nc2nnc(SC/C(O)=C(\C#N)c3nc4ccccc4[nH]3)s2)c1C | 14% | -2% | -61% | -6% | -8% | ? | 12% | ? | -11% | -5% | 12%
Cc1ccc(S(=O)(=O)N2CCOC23CCN(C(=O)c2cc(Cl)ccc2Cl)CC3)cc1 | 6% | 0% | -27% | 2% | 1% | 0% | -14% | -19% | 8% | -8% | -1%
COCCn1nnnc1C(c1cccs1)N1CCN(c2nc3ccccc3s2)CC1 (configuration not stated) | -12% | 0% | -6% | 0% | -3% | -1% | 3% | 13% | -4% | -12% | 0%
COc1cc(/C=C/C(=O)O)cc(S(=O)(=O)Nc2ccc(F)cc2)c1OC | -6% | -4% | -14% | 1% | 0% | 0% | -2% | 14% | -2% | 0% | 22%
CCCC(=O)Nc1cc(C)c2c(=O)oc3ccccc3c2n1 | -2% | -3% | -33% | -2% | 4% | -18% | -1% | -6% | 0% | 1% | 2%
COc1ccc(-c2nc(C#N)c(N3CCc4ccccc4C3)o2)cc1OC | 6% | -6% | -78% | -8% | -7% | -14% | . | 31% | -12% | -1% | 12%
COc1cc(NC(=O)C2CC(=O)N(CCc3ccc(F)cc3)C2)cc(OC)c1OC (configuration not stated) | -6% | -1% | -27% | 5% | -5% | -1% | -2% | 34% | 2% | 2% | -6%
O=C(c1ccccc1)c1cccn1CC(=O)N1CCN(c2ccccc2)CC1 | 6% | -6% | -5% | -3% | -3% | -16% | 1% | 36% | -1% | -4% | 22%
Cc1cc(=O)[nH]c(/N=C(\N)Nc2ccc(SC(F)F)cc2)n1 | -8% | -10% | 1% | 0% | 2% | -3% | 0% | 29% | 1% | -11% | 6%
CC1=NN(C(=O)c2ccc(Cn3nc(C)c([N+](=O)[O-])c3C)cc2)C(O)(C(F)(F)F)C1 (configuration not stated) | -1% | -1% | -65% | -2% | -5% | 6% | -2% | 11µM* | 11µM* | 0% | 3%
N=C1c2ccccc2CN1NC(=O)c1cccc(S(=O)(=O)N2CCOCC2)c1 | ? | -5% | 0% | 1% | 1% | 3% | 3% | 33% | -3% | 2% | -1%
CCN(CC(=O)Nc1ccc(NC(C)=O)cc1)C(=O)c1cn(-c2ccccc2)nc1-c1cccs1 | . | 0% | -13% | -3% | 2% | 21µM* | 18% | . | . | -7% | .
OC(CNCc1ccccc1C(F)(F)F)C(F)(F)F (configuration not stated) | -7% | -7% | 27% | 1% | 0% | -2% | 3% | -3% | 6% | 0% | 1%
COc1ccc(OC)c(S(=O)(=O)N2CCC(C(=O)N3CCN(Cc4ccccc4)CC3)CC2)c1 | -3% | 1% | -22% | -3% | -4% | 0% | -2% | ? | 6% | -3% | -1%
CC(=O)c1ccc(N2CCN(S(=O)(=O)c3ccc4c(c3)CC(C)N4C(=O)C3CC3)CC2)cc1 (configuration not stated) | -6% | -34%[inhibitor] | 14% | -38%[inhibitor] | 0% | 3% | -1% | -41% | 11µM* | 2% | ?
O=C(COC(=O)c1cc(=O)c2ccccc2o1)NCC1CCCCC1 | . | -2% | 4% | 2% | -2% | 0% | -1% | -5% | -2% | 0% | -2%
CCN1C=CC2=C(C#N)C(N)C(C#N)(C#N)C(c3ccccc3C(F)(F)F)C2C1 (configuration not stated) | ? | -1% | 8% | -1% | 15% | 4% | 2% | ? | 0% | 0% | -7%
CCC(=O)NC(O)C(=O)c1ccc(C)cc1 (configuration not stated) | -4% | 1% | 19% | 2% | ? | 2% | 1% | -1% | 8% | 2% | 1%

Sorted by molecular weight (largest number first): some entries from above
SMILES | MBNL1 CUG block | NPC1 promoter act | BRCA1 expr up | Rab9 prom act | p53 reactivation | FLuc modulator | uPA surface inh | RORg inh | VP16 counter | ELG1 genotoxic | CXXC DNA block
Cc1ccc(S(=O)(=O)N2CCOC23CCN(C(=O)c2cc(Cl)ccc2Cl)CC3)cc1 | 6% | 0% | -27% | 2% | 1% | 0% | -14% | -19% | 8% | -8% | -1%
COc1cc(/C=C/C(=O)O)cc(S(=O)(=O)Nc2ccc(F)cc2)c1OC | -6% | -4% | -14% | 1% | 0% | 0% | -2% | 14% | -2% | 0% | 22%
COc1ccc(-c2nc(C#N)c(N3CCc4ccccc4C3)o2)cc1OC | 6% | -6% | -78% | -8% | -7% | -14% | . | 31% | -12% | -1% | 12%
